High-throughput results deposited in PubChem by National Center for Advancing Translational Sciences (NCATS).
KinaseGlo FLuc: counter-screen: inhibitors of Kinase-Glo firefly luciferase | Q27757 | Kinase-Glo luciferase, ATP luminescence, 8 min | Potency, µM (titrated, usually from 38.3 µM), inactives show at the highest dose activity change, negative = inhibition, actives largely listed as inhibitors | 200,000 compounds, 0.28% hits; note: potency is the fitted concentration of half-maximal effect; % is set by controls: 0 for no effect and ±100 for the full control effect; nearly all actives have a fitted effect of over 60% in size
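Substrate mix (final 50 mM imidazole pH 7.2, 50 mM KCl, 7 mM MgCl2, 10 uM ATP, 0.01% Tween 20, 0.05% BSA) plus pin-tool compound, then Kinase-Glo detection mix; 8 min ambient, luminescence read.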
Epigenetic derep: regulators of epigenetic silencing causing reporter derepression in mouse cells. murine LDR cells, GFP reporter derepression, 30 h. Potency, µM (series often up to 53.9 µM), inactives show top-dose GFP activation, most hits filed as activators. 280,000 compounds, 0.2% hits; note: potency is the fitted concentration of half-maximal effect; % of control where 0% means no effect; nearly all actives have a fitted effect of over 60% in size
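Readout is the number of GFP-expressing murine LDR cells, counted by cytometry following washing. Cells were treated with compound for 30 h at 37 C; the stably integrated CMV-GFP locus is normally silent.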
Lamin A splicing: modulators of lamin A splicing. HeLa LMNA splicing GFP/RFP minigene ratio, 48 h. AID 1487. 200,000 compounds, 0.01% hits. Potency, µM (top dose mostly 46.1 µM), without a hit: top-dose ratio change, negative = inhibition, hits mostly inhibitors; active = well fitted inhibition curve with a large enough effect in the signal ratio, with a control signal flat, not every such curve was filed as active; inconclusive = small, poorly fitted or top-dose-only effect, or effect the other way, or a change in a side signal; the % refers to the signal ratio; note: potency is the fitted concentration of half-maximal effect; % is set by controls: 0 for no effect and ±100 for the full control effect
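S3 HeLa cells stably expressing lamin A-EGFP splicing minigene plus DsRed2, 600 cells/well, 48 h compound exposure at 37C. Laser-scanning cytometry; analysed as GFP (500-530 nm)/RFP (575-640 nm) total intensity ratio; 0.5% DMSO vehicle.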
IMPase Li cell: IMPase inhibition in cells with lithium potentiation. CHO-M1 cells, IP1 TR-FRET (IP-One), carbachol + lithium. 210,000 compounds, 0.35% hits. AID 1457. Potency, µM (titrated, usually from 59.4 µM), inactives show top-dose activity, negative = IMPase inhibition, most hits filed as inhibitors;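 note: IP1 builds up when IMPase is blocked and the TR-FRET signal falls; potency is the fitted concentration of half-maximal effect; plate controls were basal vehicle for no effect and high inhibitor control for full effect; nearly all actives have a fitted effect of over 50% in size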
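CHO cells stably expressing M1 receptor (2000/well, cultured 16–30 h) treated 30 min at 37C with compound plus low lithium. Cytosolic IP1 by TR-FRET (665/620 ratio and 620 channel) after 10 min lysis; AC50 by Hill fit.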
HTT aggregate: inhibitors of mutant huntingtin aggregate formation in PC12 cells. AID 1688. 220,000 compounds, 1.1% hits. Potency, µM (top dose mostly 46.1 µM), inactives show top-dose activity change, negative = inhibition, hits mostly inhibitors. PC12 HttQ103-GFP aggregates, Acumen cytometry, 40 h; note: potency is the fitted concentration of half-maximal effect; % is set by controls: 0 for no effect and ±100 for the full control effect; nearly all actives have a fitted effect of over 60% in size
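Inducible Q103 Huntingtin exon 1–GFP PC12 line, 1500 cells/well in phenol red free DMEM with 5% equine and 5% calf serum. Tebufenozide 100 nM induced expression; compounds titrated; aggregates quantified by cytometry.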
CBFb RUNX1 block: inhibitors of human CBF-beta and RUNX1 interaction. AlphaScreen CBFb-His/RUNX1-biotin binding, biochemical. Potency, µM (highest dose often 59.8 µM), for inactives: top-dose activity, negative = inhibition, actives largely listed as inhibitors. 230,000 tested, under 10 active; note: % of control where 0% means no effect
Target sequence (Q01196 whole entry, looked up): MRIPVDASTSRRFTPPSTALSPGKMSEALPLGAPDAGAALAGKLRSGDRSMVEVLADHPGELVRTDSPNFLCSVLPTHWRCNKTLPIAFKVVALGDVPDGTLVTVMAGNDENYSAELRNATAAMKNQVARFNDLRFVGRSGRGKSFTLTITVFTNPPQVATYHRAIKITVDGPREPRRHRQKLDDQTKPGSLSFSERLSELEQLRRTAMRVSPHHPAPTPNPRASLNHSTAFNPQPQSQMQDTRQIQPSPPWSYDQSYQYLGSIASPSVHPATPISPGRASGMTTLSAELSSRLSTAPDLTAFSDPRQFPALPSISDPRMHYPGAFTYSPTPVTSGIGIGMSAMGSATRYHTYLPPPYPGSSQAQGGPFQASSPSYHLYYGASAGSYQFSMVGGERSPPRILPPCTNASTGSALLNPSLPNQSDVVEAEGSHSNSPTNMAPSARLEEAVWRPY
Target sequence (Q13951 whole entry, looked up): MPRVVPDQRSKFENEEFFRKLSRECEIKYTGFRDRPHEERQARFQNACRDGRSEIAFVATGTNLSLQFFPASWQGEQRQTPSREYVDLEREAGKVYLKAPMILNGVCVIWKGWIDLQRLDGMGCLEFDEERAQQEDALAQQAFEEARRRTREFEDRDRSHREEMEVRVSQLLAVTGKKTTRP
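Bead-based AlphaScreen assay; binding partners His-tagged CBF-beta and biotinylated RUNX1 at 30 nM each. Compound exposure 15 min after a 20-min protein preincubation; bead step 90 min; all steps at room temperature.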
NPSR antag: antagonists of human neuropeptide S receptor cAMP signaling | Q6W5P4 | CHO-NPSR cells, cAMP TR-FRET, antagonist mode | Potency, µM (top dose mostly 38.3 µM), without a hit: at the top dose activity change, negative = inhibition, actives largely listed as inhibitors | 220,000 compounds, 1% hits; note: potency is the fitted concentration of half-maximal effect; % is set by controls: 0 for no effect and ±100 for the full control effect; nearly all actives have a fitted effect of over 50% in size; many of its hits are not listed in these tables
Target sequence (Q6W5P4 whole entry, looked up): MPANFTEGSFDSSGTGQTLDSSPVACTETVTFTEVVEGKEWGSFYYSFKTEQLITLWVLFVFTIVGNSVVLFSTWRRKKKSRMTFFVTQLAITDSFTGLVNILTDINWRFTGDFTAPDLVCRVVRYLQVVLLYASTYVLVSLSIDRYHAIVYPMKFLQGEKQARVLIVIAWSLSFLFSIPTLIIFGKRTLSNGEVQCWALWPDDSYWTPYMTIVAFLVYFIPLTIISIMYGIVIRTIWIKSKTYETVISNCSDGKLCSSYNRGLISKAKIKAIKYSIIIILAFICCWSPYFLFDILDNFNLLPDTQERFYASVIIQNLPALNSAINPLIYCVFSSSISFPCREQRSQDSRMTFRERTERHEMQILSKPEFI
* hit, by the source's call; u = inconclusive; x = no result given; & = joins results of further samples; [ ] = remark or other dose. Unless noted, calls come from the whole dose curve; as a rule, active = well fitted curve in the direction sought with a large enough effect; inconclusive = small, poorly fitted or top-dose-only effect, or another doubt; inactive = no such curve, though single readings can be large; an effect the other way counts as inactive or inconclusive. Only part of the results is shown; the hit share may differ from the screen's.

SMILES | KinaseGlo FLuc | Epigenetic derep | Lamin A splicing | IMPase Li cell | HTT aggregate | CBFb RUNX1 block | NPSR antag
Cc1nc2[nH]c(=O)c3c(n2n1)NC1=C(C(=O)CC(C)(C)C1)C3c1ccc(F)cc1 (configuration not stated) | -2.6% | 0.0% | -5.0% | 3.4%[38.3 µM] | 14.9% | -0.8% | 1.2%[46.1 µM]
CCCOc1ccc([N+](=O)[O-])c(N)c1 | -3.2% | -1.3% | -9.8% | -2.0% | 7.9% | -3.1% | -2.4%
CCOC(=O)C1(Cc2ccc(Cl)cc2)CCN(C(=O)c2sc(C)nc2C)CC1 | -0.5% | 3.1% | u | 8.2% | 0.3%[9.22 µM] | 5.2% | 19.3%
CCOC(=O)c1c(C)n(C)c2ccc(OCC(O)CN3C(=O)c4ccccc4S3(=O)=O)cc12 (configuration not stated) | 8.0% | -2.2% | -13.4% | 8.5% | 11.8% | -8.8% | -24.8%[46.1 µM]
CC(=O)Nc1cccc(N2C(=O)CC(Cc3ccccc3)C2=O)c1 (configuration not stated) | 2.9% | 4.4% | 5.4% | 7.2%[38.3 µM] | 12.2% | 3.5% | 10.5%[46.1 µM]
Cc1ccc(/C=C/C(=O)Nc2ccc(O)c3c(=O)cc(-c4ccccc4Cl)oc23)cc1 | x | 1.3% | x | x | -15.5%[9.22 µM] | -3.1%&11.1% | -7.5%
Cc1cc(C)nc(NC2=NCC(=O)N2c2ccccc2Br)n1 | 0.8% | -1.0% | -2.1% | -0.6% | -24.7% | 2.1% | -3.0%[46.1 µM]
O=C(Cc1ccccc1)Oc1coc(CSc2ncccn2)cc1=O | -0.5% | 1.4% | 0.3%[9.22 µM] | -0.3% | -17.7% | -1.4% | 10.6%
C/C=C/c1cc(CN2CCN(c3ccc(OC)cc3)CC2)c(O)c(OC)c1 | -1.6% | -0.6% | x | 7.3% | 23.5% | -8.5% | -18.5%
CN1CCN(c2nc(-c3ccncc3)nc3ccccc23)CC1 | 4.0% | 0.0% | u | 27.0%[38.3 µM] | -24.2% | -2.0% | -9.3%[46.1 µM]
Nc1ccc(SCc2nc3cccc4c3n2CCC4)cc1 | x | 0.0% | x | x | 13.1%[9.22 µM] | -3.7% | -10.7%
CCOC(=O)c1c(NC(=O)Cn2nc(C(=O)O)c3ccccc3c2=O)sc(CC)c1C | 2.2% | -1.4% | u | 11.2% | 6.6% | -3.6% | -16.0%
Cc1cc(NC(=O)Cn2cnc3sc(C)c(-c4ccccc4)c3c2=O)no1 | 0.4% | 0.0% | -18.5% | 5.6% | -7.4% | 18.6% | -5.4%[46.1 µM]
N#CC1=C(N)Oc2cc(N)ccc2C1C1CCCCC1 (configuration not stated) | 0.2% | 3.2% | u | 15.1%[38.3 µM] | 5.8% | -7.9% | -10.0%[46.1 µM]
Cc1cc(C)cc(NC(=S)N2CCN(c3ncccn3)CC2)c1 | x | 0.1% | -7.7% | x | -0.1% | 0.0% | -7.2%[46.1 µM]
CCOC(=O)c1cc(NC(=O)/C=C\C(=O)O)ccc1Cl | 8.1% | 2.3% | x | -9.4% | 13.2% | -6.3% | 20.2%
CCn1nc(NC(=O)Cc2ccc(OC)cc2)c2cc3cccc(C)c3nc21 | x | -2.0% | x | x | -9.8%[9.22 µM] | 6.7% | 44.5%
Cc1ccc(N(C(C)C(=O)Nc2ccc3c(c2)OCO3)S(C)(=O)=O)cc1 (configuration not stated) | 0.2% | 0.0% | -9.3% | -5.1%[38.3 µM] | 6.0% | 0.5% | -8.9%[46.1 µM]
CCOC(=O)N1CCN(C(=O)c2sc3nc(-c4ccc(F)cc4)cn3c2C)CC1 | 15.8% | -0.2% | 3.7% | 15.9%[38.3 µM] | -6.6% | -6.0% | -13.8%[46.1 µM]
C[C@H](O)CO[C@H]1[C@H]2O[C@H]3[C@H](O)[C@@H](O)[C@@H](O[C@H]4[C@H](O)[C@@H](O)[C@@H](O[C@H]5[C@H](O)[C@@H](O)[C@@H](O[C@H]6[C@H](O)[C@@H](OC[C@H](C)O)[C@@H](O[C@H]7[C@H](O)[C@@H](OC[C@H](C)O)[C@@H](O[C@H]8[C@H](O)[C@@H](O)[C@@H](O[C@@H]([C@@H]1O)[C@@H](CO)O2)O[C@@H]8CO)O[C@@H]7CO)O[C@@H]6CO)O[C@@H]5CO)O[C@@H]4CO)O[C@@H]3CO | 1.6% | 3.9% | x | 9.3% | x | u | x
O=C(Nc1cnccc1C(F)(F)F)NC1CCCCC1 | x | 2.5% | x | x | -9.3%[9.22 µM] | 1.8% | -4.6%
COc1ccc(CCN2C(=O)CSC2=Nc2ccc(C(C)C)cc2)cc1OC | x | 0.0% | x | x | 11.3%[9.22 µM] | 4.5% | u
OC(COc1ccc2ccccc2c1)Cn1ccnc1 (configuration not stated) | -3.0% | -1.0% | -4.8% | 0.2%[38.3 µM] | -25.9% | -0.7% | 6.5%[46.1 µM]
Cc1ccc(NC(=O)c2cc(=O)c3ccccc3o2)c(C)c1 | 0.3% | 1.1% | -2.8% | -0.4% | -30.7% | 1.3% | -0.8%[46.1 µM]
Cc1nnc(SCc2nc3scc(-c4ccccc4)c3c(=O)[nH]2)s1 | x | 2.2% | -4.0%[46 µM] | x | 5.7%[9.22 µM] | -0.8% | 9.4%

Pulled by compound from above, 2 records:
SMILES | KinaseGlo FLuc | Epigenetic derep | Lamin A splicing | IMPase Li cell | HTT aggregate | CBFb RUNX1 block | NPSR antag
Cc1ccc(/C=C/C(=O)Nc2ccc(O)c3c(=O)cc(-c4ccccc4Cl)oc23)cc1 | x | 1.3% | x | x | -15.5%[9.22 µM] | -3.1%&11.1% | -7.5%
O=C(Cc1ccccc1)Oc1coc(CSc2ncccn2)cc1=O | -0.5% | 1.4% | 0.3%[9.22 µM] | -0.3% | -17.7% | -1.4% | 10.6%

(continued)
SMILES | KinaseGlo FLuc | Epigenetic derep | Lamin A splicing | IMPase Li cell | HTT aggregate | CBFb RUNX1 block | NPSR antag
COc1ccc(S(=O)(=O)N2CCCC(C(=O)Nc3ccc(NC(=O)c4ccccn4)cc3)C2)cc1 (configuration not stated) | -2.1% | 0.0% | -8.7% | 7.9%[38.3 µM] | -0.8% | 2.6% | -13.1%[46.1 µM]
O=C(Nc1ccccc1)c1cnc(-c2ccccc2)nc1-c1ccccc1 | 6.4% | 3.5% | u | -3.3%[38.3 µM] | -2.5% | -6.5% | -22.1%[46.1 µM]
CC1=NOC(=O)/C1=C\c1ccc(-c2ccc(Br)cc2C(=O)O)o1 | x | -2.1% | x | x | 3.5% | 12.9% | 16.0%
Cc1ccc(SCC(=O)NC2CC3CCC(C2)N3C)cc1 (configuration not stated) | x | 4.1% | x | x | 5.3%[9.22 µM] | 2.2% | -3.5%[7.67 µM]
O=C(NCCc1c[nH]c2ccccc12)c1c(Cl)nc2sccn12 | -3.5% | -0.7% | -4.9% | -15.5%[38.3 µM] | u | 3.5% | -1.0%[46.1 µM]
CCCC(=O)Nc1ccc(C#Cc2ccccc2)cc1 | -0.9% | 0.9% | 7.8% | 11.5%[38.3 µM] | u | 3.5% | -20.6%[46.1 µM]
O=C1OC2(CCCC2)OC(=O)C1=Cc1c[nH]c2ccccc12 | -2.6% | 0.0% | u | 6.5% | 1.2%[9.22 µM] | 3.1% | 26.3%
O=C(O)COCC(=O)Nc1ccc(-n2nc(C(F)(F)F)cc2-c2cccs2)cc1 | x | -0.3% | x | x | -36.2%[9.22 µM] | 7.3% | 14.0%
O=c1[nH]c2cc3c(cc2cc1CN(Cc1ccc2c(c1)OCO2)Cc1nnnn1CC1CCCO1)OCO3 (configuration not stated) | -3.8% | -1.1% | -5.7% | -1.0%[38.3 µM] | 17.2% | 0.6% | -22.1%[46.1 µM]
CC12c3ccccc3C(c3ccccc31)C1C(=O)N(Cc3cccnc3)C(=O)C12 (configuration not stated) | -0.6% | -1.2% | -6.7% | 3.9%[38.3 µM] | 12.5% | 1.7% | -22.2%[46.1 µM]
CCOC(=O)CCNc1n[nH]c(=O)[nH]c1=O | 1.0% | -1.1% | -4.6% | 18.0%[38.3 µM] | -19.1% | 3.9% | -8.3%[46.1 µM]
O=C(CSc1nnc(Cc2ccccc2)o1)NC1CC2CCC1C2 (configuration not stated) | 2.3% | -0.8% | 3.7% | 14.4%[38.3 µM] | 3.6% | 7.1% | -1.2%[46.1 µM]
COc1ccccc1NC(=O)c1ccc2nc(-c3ccccc3)c(-c3ccccc3)nc2c1 | -1.0% | -2.1% | 16.7% | 12.6%[38.3 µM] | 6.5% | 8.8% | u
COc1cccc(N2CCN(C(=S)NCCc3ccccc3)CC2)c1 | 1.8% | 1.3% | -21.7% | 34.2%[38.3 µM] | -23.7% | 4.4% | 7.2%[46.1 µM]
O=C1C2N=NN(CC(=O)N3N=C(c4cccc5ccccc45)CC3c3ccccc3)C2C(=O)N1c1ccccc1 (configuration not stated) | 1.6% | -2.0% | -17.2% | -4.6% | -3.5% | -14.8% | -12.1%[46.1 µM]
Cc1cc2n(n1)C(c1ccc3c(c1)OCO3)Nc1ccccc1-2 (configuration not stated) | -2.2% | 0.8% | -1.6% | -5.4%[38.3 µM] | -18.9% | 3.5% | -17.9%[46.1 µM]
CC(C)CN1C(=O)C(=O)N(CC(=O)Nc2cc(Cl)ccc2Oc2ccccc2)C1=O | -0.1% | 8.5% | x | -2.0% | -4.8% | u | -52.0%
COc1ccc(/C=C(/NC(=O)c2cccs2)C(=O)N2CCOCC2)cc1OC | 0.6% | 0.0% | -8.8% | 4.1% | -17.9% | u | 12.4%
Cc1ccc2nc(Nc3ncc4c(n3)CCCC4=O)nc(C)c2c1 | 10.1% | 0.1% | 9.1% | -0.5%[38.3 µM] | 3.0% | 4.0% | 2.1%[46.1 µM]
Cc1ccc(S(=O)(=O)NCc2ccc(C(=O)N3CCCC3)cc2)cc1 | 2.2% | -1.3% | -11.1% | -2.5% | -2.3% | -5.8% | 13.0%
COc1ccc(N2CCN(c3ncccn3)CC2)cc1 | -0.3% | 0.0% | -1.1% | -1.8%[38.3 µM] | 1.6% | -3.2% | -14.0%[46.1 µM]
CCCCc1c(O)nc(SCC(=O)N2CCCCC2)n(-c2ccccc2C)c1=O | -2.1% | -1.0% | 6.7% | 18.4%[38.3 µM] | -2.1% | 4.6% | -11.8%[46.1 µM]
O=C(NCCCCO)c1ccc2c3c(cccc13)CC2 | 0.8% | -0.6% | x | -1.9% | 4.1% | 4.0% | 2.7%
COc1cc(/C=N/NC(=O)c2ccc(CSc3nc4ccccc4[nH]3)cc2)cc(OC)c1OC | -0.9% | 1.1% | -17.8% | 3.9% | -8.7% | 1.2% | -4.5%
